Screening data (PubChem BioAssay)
Kir21 inh = inhibitors of mouse Kir2.1 inward-rectifier potassium channel | Inward rectifier potassium channel 2 (Mus musculus), P35561 | HEK293-Kir2.1, FluxOR thallium flux fluorescence; stronger effect = lower value | B-score at 10 µM | actives 0.85% (n = 310,000) | AID 1672, 2009;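 active means fluorescence ratio B-score at or below minus 3 SD of library scores, with starting-brightness B-score within 2 SD, cut at about -4.2 in these data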;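 further: channel flux triggered by added potassium and thallium sulfate stimulus; B-score of peak minus minimum fluorescence over baseline after thallium stimulus; more negative B-score means stronger Kir2.1 block with less thallium influx; some compounds called inactive have numbers as strong as hits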
KCNQ2 inh = KCNQ2 potassium channel inhibitors, primary screen, cell-based, CHO-K1, FluxOR thallium flux, B-score (AID 2156); Potassium voltage-gated channel subfamily KQT member 2 (Rattus norvegicus), O88943; 20 min; stronger effect = lower value; B-score at 10 µM; actives 1.1% (n = 310,000);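 active means fluorescence ratio B-score at most minus 3 library SDs, with starting brightness B-score within 2 library SDs, cut at about -5.5 in these data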
Target sequence (O88943 whole entry, looked up): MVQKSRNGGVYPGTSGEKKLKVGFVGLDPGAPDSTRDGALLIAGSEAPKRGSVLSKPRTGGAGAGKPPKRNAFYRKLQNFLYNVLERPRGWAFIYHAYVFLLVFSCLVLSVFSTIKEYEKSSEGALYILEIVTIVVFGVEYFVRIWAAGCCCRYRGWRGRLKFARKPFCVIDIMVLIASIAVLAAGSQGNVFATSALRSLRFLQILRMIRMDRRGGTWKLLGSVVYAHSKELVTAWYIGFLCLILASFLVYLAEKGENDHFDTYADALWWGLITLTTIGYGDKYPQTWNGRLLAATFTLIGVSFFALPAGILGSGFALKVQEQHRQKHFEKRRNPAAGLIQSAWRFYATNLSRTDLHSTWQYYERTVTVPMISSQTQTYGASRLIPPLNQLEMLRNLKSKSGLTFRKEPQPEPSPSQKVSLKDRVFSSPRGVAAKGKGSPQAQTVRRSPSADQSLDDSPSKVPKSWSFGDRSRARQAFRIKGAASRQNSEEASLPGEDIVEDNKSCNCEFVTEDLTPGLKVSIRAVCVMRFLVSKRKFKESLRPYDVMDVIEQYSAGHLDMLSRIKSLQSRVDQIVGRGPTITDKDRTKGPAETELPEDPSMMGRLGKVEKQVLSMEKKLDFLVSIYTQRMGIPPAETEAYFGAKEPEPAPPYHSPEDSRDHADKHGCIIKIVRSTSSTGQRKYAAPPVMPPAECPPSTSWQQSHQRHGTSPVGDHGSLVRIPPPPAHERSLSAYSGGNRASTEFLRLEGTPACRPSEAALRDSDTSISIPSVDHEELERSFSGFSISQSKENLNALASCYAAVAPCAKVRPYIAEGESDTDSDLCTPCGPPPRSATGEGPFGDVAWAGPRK
* marks the source's active call; other numbers are inactive results; i = inactive.

Sample of the layout:
Kir21 inh | KCNQ2 inh | Compound
-2.3 | i | CC(=O)OC(C(=O)NC1CCCCC1)c1cccc(C)c1 (stereo unspecified)
-2.51 | i | Nc1nonc1-c1noc(CCCOc2ccc(Cl)cc2Cl)n1
-1.11 | i | Nc1ccc(Sc2cc(Cl)nc(N)n2)cc1
-0.94 | i | O=[N+]([O-])c1cc(S(=O)(=O)N2CCCCC2)ccc1NCc1cccc(Cl)c1

The list itself, repeating the preview:
Kir21 inh | KCNQ2 inh | Compound
-2.3 | i | CC(=O)OC(C(=O)NC1CCCCC1)c1cccc(C)c1 (stereo unspecified)
-2.51 | i | Nc1nonc1-c1noc(CCCOc2ccc(Cl)cc2Cl)n1
-1.11 | i | Nc1ccc(Sc2cc(Cl)nc(N)n2)cc1
-0.94 | i | O=[N+]([O-])c1cc(S(=O)(=O)N2CCCCC2)ccc1NCc1cccc(Cl)c1
-0.15 | i | CN1C(=O)CC(N2CCN(c3ccc(Cl)cc3)CC2)C1=O (stereo unspecified)
-0.37 | i | CCOc1ccc(OCCC(=O)OCC(=O)NC(C)c2ccccc2)cc1 (stereo unspecified)
0.06 | i | COc1cc2c(cc1OC)C(c1cccc([N+](=O)[O-])c1)N(C(=O)CCC(=O)O)CC2 (stereo unspecified)
-0.97 | i | OCC1(Cc2ccc(Cl)cc2)CCN(CC2CC=CCC2)CC1 (stereo unspecified)
-0.99 | i | Cc1ccc(NC(=O)CN(C)C(=O)C(C)OC(=O)c2ccccc2NCCO)cc1 (stereo unspecified)
-0.76 | i | O=C(NC1CCN(C(=S)Nc2ccc(F)cc2)CC1)C1CCCCC1
0.89 | i | CCOC(=O)CSc1nc2ccc(C)cc2[nH]1
1.12 | i | CC(=O)NC(Cc1ccccc1F)C(=O)NC1CCN(C(=O)Nc2ccc(C)cc2)CC1 (stereo unspecified)
2.58 | i | CC(C)(C)SCCNC(=O)COc1ccc(Cl)cc1
-0.1 | i | CCCOc1ccc(C(=O)NCC(c2cccs2)N(C)C)cc1OC (stereo unspecified)
0.21 | i | O=C(COC(=O)/C=C/c1ccco1)NCCc1ccccc1
-0.65 | i | Cc1cccc(CN2CCN(c3ncccn3)CC2)c1
1.55 | i | Cc1nc(-c2ccc(NC(=O)c3ccccc3Br)cc2)cs1
1.17 | i | Cc1cc(C)n(-c2ccc(C(=O)Nc3cccc(S(=O)(=O)N4CCCC4)c3)cc2)n1
-0.01 | i | Cc1ccc(C(=O)N/N=C\c2c(C)nn(-c3ccccc3)c2Cl)cn1
0.1 | i | CN(C)S(=O)(=O)c1ccc(N2CCCC2)c(C(=O)Nc2nc(-c3cc(F)ccc3F)cs2)c1
2.38 | i | Cc1ccccc1-c1nnc(-c2cccs2)o1
0.42 | i | COc1ccccc1OCC(=O)N/N=C1/C=C(C)CC1
0.56 | i | COc1cccc(-n2cc(C(=O)NC(C)C)c3ccccc3c2=O)c1
0.37 | i | Cc1ccc(SCC(=O)Nc2cc([N+](=O)[O-])ccc2O)cc1
0.63 | i | COCCNC(=O)C1Cc2cc(S(=O)(=O)N3CCCC3)ccc2N1C(C)=O (stereo unspecified)
0.73 | i | COCCCn1c(SCc2nnc(-c3ccc(OC)c(OC)c3)o2)nnc1-c1ccncc1
-2.63 | i | COc1ccccc1NC(=O)c1csc2c1CCCC2
0.01 | i | COCCN1Cc2cccc(C(=O)NCC3CCN(CC(C)C)C3)c2C1=O (stereo unspecified)
0.53 | i | CC(=O)Nc1cccc(C(=O)OCC(=O)N2CCC(c3ccccc3)=N2)c1
-0.06 | i | CC(=O)Nc1cc2c3c(c1)CCN3C(=O)CC2
-0.15 | i | CC(C)CN1CCC(=O)N(CCOc2ccccc2)CC1
-1.4 | i | O=C(NC1CCSc2ccccc21)c1cccc(Cl)c1 (stereo unspecified)
-0.13 | i | CCCCn1c(SCC(=O)Nc2nnc(C)s2)nnc1-c1ccoc1C
0.88 | i | Cc1ccc(S(=O)(=O)NCCC2(C(C)C)CCOC(C)(C)C2)cc1 (stereo unspecified)
0.47 | i | COCCNc1nc(CSc2ccccc2)nc2sc(C)c(C)c12
-0.53 | i | COc1ccc(N2C(=O)CCC(C(=O)O)C2c2ccccc2OC)cc1 (stereo unspecified)
0.02 | i | Cc1cc(C)c2sc(NC(=O)C3=COCCO3)nc2c1
-0.54 | i | COc1ccc(OC)c(S(=O)(=O)NCCc2ccccc2)c1
-0.02 | i | Cc1sc2ncnc(SC(C)C#N)c2c1C (stereo unspecified)
0.08 | i | Cc1nc2scc(C)n2c(=O)c1S(=O)(=O)N1CCN(c2cccc(C(F)(F)F)c2)CC1
0.1 | i | CCCCN(C)CCNC(=O)C(=O)c1c(C)[nH]c2ccccc12
1.35 | i | CC(=O)Nc1cccc(Oc2cnc3ccccc3n2)c1
-0.58 | i | Cc1ccc(NC(=O)CN2C(=O)N/C(=C/c3ccc(C)o3)C2=O)cc1
0 | i | CCCn1c(C(C)Nc2nc(-c3ccc(OC)cc3)cs2)nc2ccccc21 (stereo unspecified)
-0.68 | i | Cc1ccc(/C(N)=N/OC(=O)c2ccc(F)cc2)cc1
-2.17 | i | CC(=O)c1cccc(S(=O)(=O)NCC(c2ccco2)N2CCCCC2)c1 (stereo unspecified)
2.37 | i | CN1C(=O)CC(N2CCN(CC(=O)N3CCCC3)CC2)C1=O (stereo unspecified)
-1.37 | i | O=C(C1CCCCC1)N1CCN(S(=O)(=O)c2ccc(Cl)cc2)CC1
0.04 | i | O=C(COC(=O)CNC(=O)c1ccccc1)Nc1nnc(-c2ccccc2)o1
0.51 | i | CC(=O)NS(=O)(=O)c1ccc(NC(=S)NC(=O)COc2ccccc2C)cc1
0.03 | i | CCN1CCc2c(sc(NC(=O)Cc3ccccc3)c2C(N)=O)C1
1.24 | i | CCOc1ccc(N2C(=O)CN(c3cccc4ccccc34)C2=S)cc1
-1.3 | i | CCCCn1c(N)c(N(CCOC)C(=O)CSc2ccccc2C)c(=O)[nH]c1=O
0.1 | i | CCn1c(=O)c2sccc2n(CC(=O)NC2CCCC2)c1=O
1.26 | i | Cc1ccccc1Nc1nc(N)nc(COC(=O)c2cccc(S(=O)(=O)N(C)C)c2)n1
-1.17 | i | O=C(O)C1CCCCC1C(=O)NCCc1cccc(Cl)c1 (stereo unspecified)
0.59 | i | CCN(CC)S(=O)(=O)c1ccc2c(c1)N(CC(=O)Nc1cccnc1Cl)C(=O)CO2
0.72 | i | Cc1nn(-c2ccc([N+](=O)[O-])cc2)c2c1C(c1cccc(Br)c1)N1C(=N2)C(=O)Nc2ccccc21 (stereo unspecified)
-0.15 | i | COc1cccc(NS(=O)(=O)c2ccc3c(c2)CCCN3C(C)=O)c1
-1.87 | i | CCOc1cc(N2CCOCC2)c(OCC)cc1NC(=O)Cc1ccc(OC)c(OC)c1

Next part
Kir21 inh | KCNQ2 inh | Compound
-0.71 | i | O=C(NCCc1nc2ccccc2[nH]1)/C(=C/c1ccco1)NC(=O)c1ccc(Br)o1
-0.64 | i | COc1ccc(/C=C2/SC(=S)N(CCCC(=O)Nc3cccc(O)c3)C2=O)cc1
-0.83 | i | CCCC(=O)Nc1ccc2c(c1)nc1n2CCOC1
-0.04 | i | CCOC(=O)CCN(Cc1sccc1C)S(=O)(=O)c1ccc(F)cc1
0.05 | i | CC(C)(C)Cc1nnc(NC(=O)CSc2ccccc2)s1
0.79 | i | C=CCc1ccc(OCCCCOc2ccc(C(=O)O)cc2)c(OC)c1
-1.29 | i | COc1ccc(-c2cc3nc4n(c(=O)c3s2)CCC4)cc1
0.7 | i | N#Cc1c(-c2ccc3c(c2)OCO3)cc[nH]c1=O
-1.23 | i | COc1ccc(-n2c(SCC(=O)N3CCCCC3)nc3ccccc3c2=O)cc1
0.39 | i | NC(=O)COC(=O)CSc1cccc2cccc(Cl)c12
-0.03 | i | CC(C(=O)Nc1ccc(F)c(F)c1F)N(C)Cc1cccs1 (stereo unspecified)
0.02 | i | Cc1ccc(CN2CCN(/N=C/c3cccn3C)CC2)c(C)c1
0.63 | i | Cc1onc(-c2ccccc2)c1C(=O)Nc1nnc(N(C)Cc2ccccc2)s1
1.37 | i | O=C(Oc1ccccc1)c1cccc(COC(=O)c2cnccn2)c1
1.73 | i | O=C1NC2(CCCC2)N=C1c1ccc(F)cc1
0.65 | i | CCCCN(C)CCNC(=O)Cn1c(=O)sc2ccccc21
0.02 | i | CC1CCC(NC(=O)CN2C(=O)c3cccnc3Oc3ccc(Cl)cc32)CC1 (stereo unspecified)
-1.06 | i | COCCn1c(=O)[nH]c(=O)c2cc(C(=O)c3cc(OC)ccc3O)cnc21
2.27 | i | Fc1ccc(N2CCN(C3CCC(c4ccccc4)CC3)CC2)cc1 (stereo unspecified)
1.49 | i | Cc1ccc(-c2nnc(SCC(=O)Nc3sc(C)c(C)c3C#N)n2C)cc1
0.37 | i | Cc1ccc(S(=O)(=O)N2CCOCC2)cc1C(=O)NC(=S)N1CC(C)CC(C)C1 (stereo unspecified)
0.47 | i | CC(C)(C)c1ccc(NC(=O)c2ccsc2)cc1
-2.73 | i | NC(=O)C1Cc2ccccc2CN1S(=O)(=O)c1ccc(Cl)s1 (stereo unspecified)
0.65 | i | Cc1cc(C(=O)NC2CCCC2)c2ccccc2n1
0.87 | i | O=[N+]([O-])c1ccc(CN2CCN(c3ccc([N+](=O)[O-])cc3)CC2)cc1
0 | i | O=C(c1ccc([N+](=O)[O-])cc1[N+](=O)[O-])n1cnc2ccccc21
-3.08 | i | CCOc1ccc2nc(N(CCCN(C)C)C(=O)c3ccc4c(c3)CCCC4)sc2c1
-0.57 | i | CC(NC(=O)C1CCCN(S(=O)(=O)c2cccs2)C1)c1ccccc1 (stereo unspecified)
0.13 | i | COc1ccccc1NC(=O)Nc1ccnn1Cc1cccs1
-0.49 | i | COc1ccc(CCN(C)Cc2ccc(OCc3ccccc3)c(OC)c2)cc1OC
-3.57 | i | CCCNC(=O)N1CCN(c2nc(C(C)C)c3c(c2C#N)CC(C)(C)OC3)CC1
3.01 | -5.58* | O/N=C/c1cc(Br)cc(Br)c1OCc1ccccc1
0.06 | i | C/C(=N\NC(=O)COc1cc(C)cc(C)c1)c1cccc(NC(=O)C2CCC2)c1
-1.21 | i | COc1ccc(C(=O)NCC(=O)N2CCN(c3ccc(Cl)cc3)CC2)cc1
-0.09 | i | COc1ccc(S(=O)(=O)Nc2ccccc2C(N)=O)cc1OC
-0.04 | i | Nc1c(N2CCCCC2)c(=O)[nH]c(=O)n1-c1ccccc1
1.21 | i | COC(=O)c1ccccc1Sc1ncnc2onc(C)c12
-0.72 | i | CCOC(=O)N1CCN(CC(=O)Nc2cc(C)nn2-c2nc3ccccc3s2)CC1
-0.11 | i | Cn1ccnc1SCC(=O)Nc1ccc(Cl)cn1
0.35 | i | CCOC(=O)c1cc(C#N)c(SC)nc1-c1ccccc1
0.34 | i | CCOC(=O)N1CCC(=NNC(=O)COc2ccc(C#N)cc2)CC1
0.02 | i | CCc1cc2c(=O)c(-c3nc4ccccc4n3C)coc2c(CN2CCCCC2C)c1O (stereo unspecified)
1.23 | i | CN(C)c1ccc(/C=N/NC(=O)CN(c2cccc(Cl)c2)S(C)(=O)=O)cc1Br
1.68 | i | Cc1ccc(C2C(C#N)=C(N)Oc3n[nH]c(-c4cccnc4)c32)o1 (stereo unspecified)
-1.33 | i | O=C(O)c1cn(-c2ccc(F)cc2)c2cc(Cl)c(F)cc2c1=O
-0.02 | i | CCOC(=O)C1CCN(C(=O)CNC(=O)c2nn(-c3ccc(OC)c(OC)c3)c(=O)c3ccccc23)CC1
-1.51 | i | CCOC(=O)c1[nH]c2cc3c(cc2c1NC(=O)CN1CCc2ccccc2C1)OCO3
-2.53 | i | O=C(NC(=S)Nc1ccccc1[N+](=O)[O-])c1ccccc1Cl
0.72 | i | COc1ccc(C2C(C#N)=C(N)N(c3sc4c(c3C#N)CCCC4)C3=C2C(=O)CC(C)(C)C3)cc1 (stereo unspecified)
0.83 | i | Cc1cccc(N2CCN(C(=O)CCC(=O)N3CC(C)Oc4ccc(C)cc43)CC2C)c1 (stereo unspecified)
-1.54 | i | O=C(CC(c1ccccc1)c1ccccc1)NCC(O)c1ccc([N+](=O)[O-])cc1 (stereo unspecified)
-1.51 | i | COc1ccc(CN(CC(=O)NCc2ccccc2)C(=O)c2csnn2)cc1
0.57 | i | COC(=O)c1c(NC(=O)C2(C)Cc3ccccc3C(=O)O2)sc2c1CCCC2 (stereo unspecified)
3 | i | O=C(Nc1cccc(S(=O)(=O)Nc2ccccc2Cl)c1)c1ccc(Cl)nc1
0.43 | i | CCOC(=O)/C(C)=N/Nc1nc(-c2ccc(NC(C)=O)cc2)cs1
0.01 | i | CN(C)CCCN(C(=O)/C=C/c1cccs1)c1nc2ccc(F)cc2s1
-1.04 | i | Cc1ccc(C)c(C(=O)CSc2n[nH]c(-c3ccncc3)n2)c1
-3 | i | CCC(NS(=O)(=O)c1cnn(CC)c1)c1ccccc1 (stereo unspecified)
2.38 | i | COc1ccccc1C(=O)Nc1nnc(S(=O)(=O)N2CCCCCC2)s1

Compound profiles, as listed above:
Profile of CCOC(=O)/C(C)=N/Nc1nc(-c2ccc(NC(C)=O)cc2)cs1 → Kir21 inh: 0.43; KCNQ2 inh: i
Profile of COC(=O)c1c(NC(=O)C2(C)Cc3ccccc3C(=O)O2)sc2c1CCCC2 (stereo unspecified) → Kir21 inh: 0.57; KCNQ2 inh: i

Reformatted: entries from further up.
O=C(NC(=S)Nc1ccccc1[N+](=O)[O-])c1ccccc1Cl
  Kir21 inh: -2.53
  KCNQ2 inh: i

COc1ccc(CN(CC(=O)NCc2ccccc2)C(=O)c2csnn2)cc1
  Kir21 inh: -1.51
  KCNQ2 inh: i

CCOC(=O)c1[nH]c2cc3c(cc2c1NC(=O)CN1CCc2ccccc2C1)OCO3
  Kir21 inh: -1.51
  KCNQ2 inh: i
